Assay outcomes: PubChem BioAssay, Fisher Drug Discovery Resource Center
hcGAS lum – inhibitors of human cGAS | Q8N884 | inhibition, % at 12.5 µM | AID 1259398 | recombinant h-cGAS, ATP depletion, Kinase-Glo luminescence | hit rate 0.081% among 290,000; in the data active = inhibition above about 40%;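 note: 0% = vehicle reaction and 100% = reaction without DNA for no activity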
Target sequence (Q8N884 whole entry, looked up): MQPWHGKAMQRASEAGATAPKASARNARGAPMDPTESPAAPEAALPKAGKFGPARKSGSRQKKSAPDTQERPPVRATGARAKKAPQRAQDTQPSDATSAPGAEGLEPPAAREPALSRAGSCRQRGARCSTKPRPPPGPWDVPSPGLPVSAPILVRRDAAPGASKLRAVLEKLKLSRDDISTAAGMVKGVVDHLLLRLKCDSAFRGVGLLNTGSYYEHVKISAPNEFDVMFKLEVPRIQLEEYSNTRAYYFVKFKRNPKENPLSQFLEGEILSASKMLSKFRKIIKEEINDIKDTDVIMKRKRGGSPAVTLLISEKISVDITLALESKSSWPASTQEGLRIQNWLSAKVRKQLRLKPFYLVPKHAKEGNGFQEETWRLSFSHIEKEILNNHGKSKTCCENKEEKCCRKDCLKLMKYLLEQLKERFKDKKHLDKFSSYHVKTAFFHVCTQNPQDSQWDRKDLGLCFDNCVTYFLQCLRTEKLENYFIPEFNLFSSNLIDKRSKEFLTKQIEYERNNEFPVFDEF
An asterisk follows results filed as active; & = joins results of further samples.

| Molecule | hcGAS lum |
| --- | --- |
| CCC(C(=O)N1CCn2cncc2C1)N1Cc2ccccc2C1=O (stereo unspecified) | -5 |
| CCC1CN(C(=O)c2cc(COc3ccccc3F)[nH]n2)CCN1C(C)C (stereo unspecified) | 1 |
| CN(CC(=O)Nc1cccc2ccccc12)c1cn[nH]c(=O)c1Br | -1 |
| CC1(CCc2ccc(Oc3ncccc3C#N)cc2)NC(=O)NC1=O (stereo unspecified) | -10 |
| CC(=O)N1CCCn2nc(C(=O)N(C)CCSc3ccccc3)cc2C1 | -8 |
| O=C(C1CCOCC1)N1CCC(c2cc(Cc3ccccc3)[nH]n2)CC1 | -1 |
| Cc1cc(C)n2nc(Nc3ccccc3)c(C(N)=O)c2n1 | -3 |
| Cc1cc(C)[n+]2[nH]c(=O)n(C)c2n1 | 2 |
| O=C(NCc1ccc(F)cc1F)c1cccc(OC2CCN(C(=O)C3CC3)CC2)c1 | -2 |
| CCCCc1ccc(-n2nnnc2SCC(C)=O)cc1 | -9 |
| COc1cccc(N(CN2C(=O)c3ccccc3C2=O)C(C)=O)c1 | -4 |
| O=C(NC(c1cc(F)ccc1F)C1CC1)N1CCOCC1 (stereo unspecified) | -7 |
| CN(C)C(=O)C1CCCN1C(=O)Nc1cccc(-c2nccn2C)c1 (stereo unspecified) | -7 |
| CN(CC(=O)NCc1ccc(F)cc1)c1ccccc1 | -8 |
| O=C(NC1CC1)C1CCN(C2CCN(C(=O)CCOc3ccccc3)CC2)CC1 | -2 |
| CCn1ccn2nnnc2c1=Nc1ccccc1 | -3 |
| O=C(NC1CC1)C1CCN(C2CCN(C(=O)/C=C/c3cccs3)CC2)CC1 | -4 |
| OCCOc1ccccc1-c1[nH]cnc1-c1ccccc1 | -6 |
| COc1ccc(Oc2ccc(C(=O)NCCc3ccccn3)cc2)cc1 | 2 |
| Clc1ccccc1C=NCCN=Cc1ccccc1Cl | -6 |
| O=C1CN(C(=O)Cn2cnc3scc(-c4ccccc4)c3c2=O)c2ccccc2N1 | -16 |
| Cn1ncc(Br)c1C(=O)Oc1ccccc1Cl | -4 |
| CC1SCCN(Cc2cc(=O)n3[nH]ccc3n2)C1c1ccccc1 (stereo unspecified) | -5 |
| CC(C)C(NC(=O)c1cnn2ccn(C)c12)c1ccccn1 (stereo unspecified) | -1 |
| CCc1cccc(NC(=O)CCC(=O)NCc2snnc2C)c1 | -3 |
| O=C(Nc1cccnc1)c1ccc(-c2ccccc2CO)o1 | 4 |
| CN(CCC1CCCCO1)C(=O)c1ccc(OC2CCN(C(=O)C3CC3)CC2)cc1 (stereo unspecified) | 2 |
| N#Cc1ccc(/C=C2\CS(=O)(=O)c3c(F)cccc3C2=O)cc1 | -17 |
| Cc1ccc(S(=O)(=O)N2CCC(Br)C(=O)c3ccccc32)cc1 (stereo unspecified) | -5 |
| CCn1nc(CNC2CC2)c(-c2ccccc2)n1 | -2 |
| COc1ccc(C2OCC(C)(C)CO2)cc1Br | -4 |
| Cc1noc(CN(C)C(=O)c2ccc(Cn3ccc4ccccc43)o2)n1 | -4 |
| O=C1CC(c2ccc3c(c2)OC(F)(F)O3)c2cn[nH]c2N1 (stereo unspecified) | -6 |
| CCn1ccnc1CN1CCC(CO)(Cc2cccc(OC)c2)CC1 | -4 |
| CN(C)C1(CNC(=O)c2ccc(-n3cnnc3)cc2)CCSC1 (stereo unspecified) | -3 |
| Cc1ccc(S(=O)(=O)N(C)C)cc1NCC(=O)Nc1ccc(C(C)(C)C)cc1 | 2 |
| CC(C)c1cc(C(=O)NCc2cc(-c3ccco3)on2)n(C)n1 | -5 |
| CC(Oc1ccc2c(c1)OCO2)C(=O)N(C)Cc1ccsc1 (stereo unspecified) | -5 |
| CCCc1ccc(-c2ccc(NC(=O)C3COCCO3)cc2)cc1 (stereo unspecified) | -9 |
| CC(Cn1ccnc1-c1ccc(-c2ccn[nH]2)o1)Oc1cccnc1 (stereo unspecified) | 1 |
| Cc1nn(CCC#N)c(N)c1C1(O)C(=O)Nc2c(Cl)cc(Cl)cc21 (stereo unspecified) | -12 |
| CC1(C)CCCC(C)(C)N1CC(O)COCCOc1ccc(Br)cc1 (stereo unspecified) | 4 |
| Cc1nnsc1CN(C)Cc1[nH]c2ccc(F)cc2c1C | -7 |
| CCSC[C@H](N)C(=O)N1CCC(c2nn(C)c(=O)n2-c2ccccc2)CC1 | -5 |
| Cc1nn(C)c2nc(C3CC3)cc(C(=O)N3CCCCC3C(=O)O)c12 (stereo unspecified) | -5 |
| C=CCCCCCCCCC(=O)O | -4&-3 |
| CNC(=O)c1cccc(CNc2ccc(Cl)c(C#N)n2)c1 | -9 |
| Cc1ccc(/C=C/C(=O)N2CCN(S(=O)(=O)c3c(F)cccc3F)CC2)s1 | -10 |
| COc1ccc2c(c1)OCC(C(=O)Nc1nccn1CC(C)C)C2 (stereo unspecified) | -1 |
| CCN(Cc1c(C)nn(CC)c1C)Cc1cccn1-c1nccs1 | 0 |
| O=C(c1ccc(-n2cnnc2)cc1Cl)N1CCCC2(CCNC2)C1 (stereo unspecified) | -3 |
| Cc1cccc2cc(C(=O)N3CCOC(c4ccc(Cl)cc4)C3)oc12 (stereo unspecified) | -6 |
| O=C(CCN1c2cccc3cccc(c23)S1(=O)=O)NCc1ccco1 | -14 |
| COc1cc(OC)c2cc3c(nc2c1)CC(C)(C)CC3=O | -4 |
| CN1CCN(c2ccc3cc(Cl)ccc3n2)CC1=O | -1 |
| COc1cccc2c(O)c(-c3ccccc3)c(=O)[nH]c12 | 0 |
| CC1CCN(Cc2nnnn2CC(=O)N(C)C2CCOC2)CC1 (stereo unspecified) | 2 |
| COCCN1CC(C(=O)N2CCC(c3ccncc3)CC2)CC1=O (stereo unspecified) | 5 |
| c1ccc(C2(CNc3nc4nonc4nc3N3CCOCC3)CCOCC2)cc1 | 4 |
| Cc1sc2nc(/C(C#N)=C/c3ccccc3OC(F)F)[nH]c(=O)c2c1C | -5 |

Random excerpt: two compounds from above.
| Molecule | hcGAS lum |
| --- | --- |
| CC1(C)CCCC(C)(C)N1CC(O)COCCOc1ccc(Br)cc1 (stereo unspecified) | 4 |
| O=C(c1ccc(-n2cnnc2)cc1Cl)N1CCCC2(CCNC2)C1 (stereo unspecified) | -3 |

The listing picks up, repeating the five entries before the break.
| Molecule | hcGAS lum |
| --- | --- |
| COc1cccc2c(O)c(-c3ccccc3)c(=O)[nH]c12 | 0 |
| CC1CCN(Cc2nnnn2CC(=O)N(C)C2CCOC2)CC1 (stereo unspecified) | 2 |
| COCCN1CC(C(=O)N2CCC(c3ccncc3)CC2)CC1=O (stereo unspecified) | 5 |
| c1ccc(C2(CNc3nc4nonc4nc3N3CCOCC3)CCOCC2)cc1 | 4 |
| Cc1sc2nc(/C(C#N)=C/c3ccccc3OC(F)F)[nH]c(=O)c2c1C | -5 |
| CCN(CCn1cccn1)c1nc2nonc2nc1NC1CCCC1 | -4 |
| Cc1ccc(/C=C/C(=O)N2CCc3[nH]c4ccccc4c3C2)cc1 | -6 |
| CCn1ccnc1CN1CCCC(C(=O)Nc2ccccc2Oc2cccnc2)C1 (stereo unspecified) | -4 |
| COCCCC1CCCCN1c1nc(CCN)nc2ccccc12 (stereo unspecified) | 2 |
| Cc1cc(=O)n2nc(CN(Cc3ccco3)Cc3ccco3)sc2n1 | -16 |
| COC(=O)c1c(Nc2ccccc2)sc(C(=O)c2ccc(NC(C)=O)cc2)c1C | 7 |
| CC(CC12CC3CC(CC(C3)C1)C2)NC(=O)CNC(N)=O (stereo unspecified) | -5 |
| CCN(CC)S(=O)(=O)c1cccc(NC2=NCC(C)S2)c1 (stereo unspecified) | -3 |
| CN(C)c1nc2nonc2nc1NCC1OCCc2ccccc21 (stereo unspecified) | 1 |
| CC(C)N1CC2=C(OC(=N)C(C#N)C2c2cccnc2)/C(=C/c2cccnc2)C1 (stereo unspecified) | -4 |
| CCS(=O)(=O)c1nnnn1C | 1 |
| O=C(CCN1CCSC1=O)NCc1cccc(Cl)c1 | -2 |
| Cc1cccc(C2(O)CCN(C(=O)CCc3ccccc3)CC2)c1C | 1 |
| O=C(Nc1ccccc1Cl)C(=O)N1CC[C@H](O)[C@@H](O)C1 | 1 |
| COc1cccc(NC(=O)c2ccccc2N(C)C(=O)CCC(=O)N2CCC(C)CC2)c1 | -18 |
| CCCNC(=O)CN(C)C(=O)NC(c1ccc(C(C)C)cc1)C(C)C (stereo unspecified) | -4 |
| Cc1nnsc1CN(C)C1CCN(c2ccc3c(c2)OCO3)CC1 | -8 |
| CSCCC(=O)N1CCC(Oc2cccc(C(=O)NCc3cccnc3)c2)CC1 | -8 |
| CCOc1ccc(N(C)C(=O)c2cc(C(N)=O)cs2)cc1 | -9 |
| CCOC(=O)C1(CCCc2ccccc2)CCN(C(=O)CCN2CCCCC2=O)CC1 | -6 |
| O=C(CC1C(=O)NCCN1CCCc1ccccc1)NCCc1cnccn1 (stereo unspecified) | -5 |
| Cc1cccc(CC(=O)N2CCc3ccc(S(N)(=O)=O)cc32)c1 | -7 |
| O=C(CCNC(=O)c1ccccc1F)NC(CF)Cc1ccccc1 (stereo unspecified) | -7 |
| Cc1nn(C)c(Cl)c1CN(CCO)C1CCc2ccccc21 (stereo unspecified) | 2 |
| Cc1nc(N(C)C)ncc1C(=O)N(C)CCCc1cnn(C)c1 | -6 |
| Cc1cc(C)c(-c2nccn2CC2CCN(C)C2)cc1Cn1cncn1 (stereo unspecified) | -5 |
| Cn1cccc1-c1cc(C(=O)N(Cc2ccccn2)CC2CCCO2)[nH]n1 (stereo unspecified) | 1 |
| Cn1ncc2c(=O)n(CCOc3ccc(Cl)cc3Br)cnc21 | -14 |
| O=C(Nc1cccc(C(F)(F)F)c1)c1cccc(NC(=O)C2CC=CCC2)c1 (stereo unspecified) | -13 |
| COc1cc2n(c(=O)c1)Cc1ccccc1-2 | 0 |

Overlap with the part before: 4 compounds; new compounds follow.
| Molecule | hcGAS lum |
| --- | --- |
| Cn1cccc1-c1cc(C(=O)N(Cc2ccccn2)CC2CCCO2)[nH]n1 (stereo unspecified) | 1 |
| Cn1ncc2c(=O)n(CCOc3ccc(Cl)cc3Br)cnc21 | -14 |
| O=C(Nc1cccc(C(F)(F)F)c1)c1cccc(NC(=O)C2CC=CCC2)c1 (stereo unspecified) | -13 |
| COc1cc2n(c(=O)c1)Cc1ccccc1-2 | 0 |
| Cc1ccc(C(=O)Nc2ccn(CC(=O)N3CCOCC3)n2)cc1C | -9 |
| Cc1noc(C)c1CN(C)Cc1ccc2cccc(O)c2n1 | -2 |
| CC(Cc1cccnc1)NC(=O)c1cccc(OC2CCN(C(=O)C3CC3)CC2)c1 (stereo unspecified) | -6 |
| COc1ccc(C2CC(=O)Nc3c2c(C)nn3-c2ccc(C)cc2)cn1 (stereo unspecified) | 2 |
| Cc1cccnc1CN(C)C(=O)c1ccc(S(N)(=O)=O)cc1 | -4 |
| CN(Cc1ccccc1)C(=O)c1nc2ccccn2c1CNCC1COCCO1 (stereo unspecified) | -6 |
| CC1=NOC(C(=O)Nc2ccc(NC(=O)c3coc(C)c3)cc2)C1 (stereo unspecified) | -5 |
| O=C(c1cc(C2CC2)on1)N1CCC(c2cc(Cc3ccccc3)[nH]n2)CC1 | -5 |
| Cc1n[nH]c(C)c1CNC(=O)C(C)N1C(=O)c2cccc3cccc1c23 (stereo unspecified) | -4 |
| CN(C(=O)CCC(=O)NC1CCCCCC1)C1CC(C)(C)NC(C)(C)C1 | -8 |
| Cc1nn(C)c(Cl)c1CN1CCC(CO)(CC2CCCCO2)CC1 (stereo unspecified) | 2 |
| C=CCN(Cc1ccsc1)C(=O)c1cnn2ccn(C)c12 | -3 |
| CS(=O)(=O)N1CCC(Oc2cccc(C(=O)NCC3CCOCC3)c2)CC1 | -5 |
| Cc1nn(C)c(C)c1CCC(=O)NCC1(c2ccc(F)cc2)CCOC1 (stereo unspecified) | 1 |
| O=C(CC(=O)N1CCC[C@H]1CO)NC12CC3CC(CC(C3)C1)C2 | -5 |
| CC(C)(C)OC(=O)NNC(=O)c1csc2ccccc12 | -10 |
| CC1=C(C(=O)N(C)Cc2csc(C(C)C)n2)C(c2cccnc2)NC(=O)N1 (stereo unspecified) | -5 |
| CN(Cc1ccc2cccc(O)c2n1)Cc1noc(C2CCC2)n1 | -2 |
| CCCn1ncc(CN2CCC(CO)(CC3CCCCO3)CC2)c1C (stereo unspecified) | -6 |
| Cc1cnccc1CN(C)C(=O)CC1C(=O)NCCN1Cc1ccccc1 (stereo unspecified) | 4 |
| COc1ccc(-c2nnn(-c3c(C#N)c(=O)n(C)c(=O)n3C)n2)cc1OC | -17 |
| O=C(CCC1CCN(C(=O)c2cc3c(nc2Cl)CCC3)CC1)Nc1ccccc1 | -3 |
| CC(=O)Nc1ccc(Cl)c(C(=O)N2CCN(CC(=O)N3CCCCC3)CC2)c1 | -4 |
| O=C(Nc1ccc2c(c1)CN(CCCn1cccn1)CC2)C1(c2ccccc2)CC1 | -6 |
| CC1(C)CC(=O)C2=C(C1)Oc1ccccc1C2CC(=O)c1cccs1 (stereo unspecified) | -5 |
| O=C(Nc1ccnn1C1CCN(Cc2cccc3nonc23)CC1)C1CCCC1 | -3 |
| N#CCCN(C(=S)Nc1cccnc1)c1ccccc1F | 2 |
| COc1ccccc1N(CCC#N)C(=O)CSc1nc(C)cs1 | -9 |
| O=C1CCCN1C1CCCN(S(=O)(=O)CCOc2ccc(F)cc2)C1 (stereo unspecified) | -6 |
| CC(=O)Nc1c[n+]2c(n1-c1ccc(Br)cc1)CCCCC2 | -13 |
| CCC(Sc1ncccc1Nc1ccccn1)C(=O)O (stereo unspecified) | -5 |
| c1ccc(C2CCCN2Cc2ccc(-c3ccn[nH]3)o2)nc1 (stereo unspecified) | -4 |
| O=C(O)c1ccccc1-c1c2cc(I)c(=O)c(I)c-2oc2c(I)c(O)c(I)cc12 | 11 |
| CC12CCC(/C(=C\c3ccc(S(=O)(=O)N4CCCC4)cc3)C1=O)C2(C)C (stereo unspecified) | -2 |
| CS(=O)(=O)N1CCOC(CNc2nccc(CCC(F)(F)F)n2)C1 (stereo unspecified) | -2 |
| Cn1c(CC2CCNCC2)nnc1SCc1cc(F)ccc1Cl | -4 |
| CCCc1nncn1-c1cccc(C(F)(F)F)c1 | -6 |
| Cn1cnnc1CNC(=O)C(C)(C)c1ccc(Cl)c(Cl)c1 | -10 |
| Oc1ccc(CN2CCN(c3ccccc3F)CC2)c2ccccc12 | -10 |
| CC1=CC[C@@H]2CN(C(=O)c3nn(C)c(=O)c4ccccc34)C[C@@H]2C1 | -7 |

An excerpt; rates above refer to the full screens.
